Compound activity deposited in PubChem BioAssay by several laboratories.
HTRA1 inhibitor: HTRA1 (human) protease inhibition; Q92743; recombinant HTRA1, FP-rhodamine activity-based probe, fluorescence polarization; inhibition, % at 5.96 µM; actives 0.5% (n = 340,000); in the data active = inhibition above about 36%;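 also: 0% = enzyme with DMSO and 100% = wells lacking enzyme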
UHRF1 binding: blocks human UHRF1 binding to methylated DNA. actives 0.75% (n = 370,000). AID 687016. inhibition, % at 4.4 µM. UHRF1 binding to methylated oligo, TR-FRET; in the data active = inhibition above about 21%;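 also: UHRF1 SRA domain binding a hemimethylated CpG hairpin DNA probe; 0% = median of test compound wells and 100% = reference inhibitor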
ABHD4 inh: inhibitors of mouse ABHD4 | purified mABHD4, FP-Rh probe fluorescence polarization | inhibition, % at 8.92 µM | actives 0.54% (n = 370,000) | AID 720543;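 active = inhibition exceeding the mean over every tested compound plus 3 SD, cut at about 30% in these data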;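 also: 0% = plate median of compound wells and 100% = S159A mutant with DMSO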
Target sequence (Q8VD66 whole entry, looked up): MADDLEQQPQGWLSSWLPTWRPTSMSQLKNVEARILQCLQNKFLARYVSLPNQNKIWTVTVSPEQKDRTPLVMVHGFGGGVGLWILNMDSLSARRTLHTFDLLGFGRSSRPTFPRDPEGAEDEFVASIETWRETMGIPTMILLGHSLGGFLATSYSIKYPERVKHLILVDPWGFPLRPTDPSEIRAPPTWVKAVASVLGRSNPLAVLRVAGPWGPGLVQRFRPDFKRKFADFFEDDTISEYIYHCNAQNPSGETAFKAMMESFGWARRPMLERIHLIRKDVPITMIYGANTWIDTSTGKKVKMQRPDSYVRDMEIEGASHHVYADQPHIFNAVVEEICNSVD
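System: mouse ABHD4 enzyme, wild type / Medium: HEPES pH 7.0, NaCl, Pluronic buffer / Reagent: FP-Rh activity-based fluorescent probe / Control set: S159A mutant high control, sample median low control / Detection: fluorescence polarization with parallel and perpendicular emission, 525/598 nm / Schedule: 45 min + 60 min at 25 °C / Compound dosing: 8.92 µM, single dose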
rCAG binder: molecules binding r(CAG) RNA repeats | actives 1.3% (n = 370,000) | inhibition, % at 3 µM | AID 651821 | r(CAG) RNA repeat, TO-PRO-1 dye displacement fluorescence;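 active = inhibition above the plate cutoff, the mean of all test compounds on that plate plus 3 SD, cut at about 35% in these data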;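 also: 0% = DMSO alone and 100% = 100 µM mitoxantrone as full dye displacement; higher means more dye released from RNA so lower well fluorescence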
MBD2 DNA inh: inhibitors of human MBD2 binding to methylated oligonucleotide; TR-FRET; inhibition, % at 4.4 µM; actives 0.31% (n = 370,000); AID 686964; in the data active = inhibition above about 13%
PRMT1 FP inh: PRMT1 (human) inhibition, primary screen; Q99873; recombinant PRMT1, activity-based probe fluorescence polarization; inhibition, % at 2.79 µM; actives 1.3% (n = 370,000);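 active = inhibition above about 21% made by adding two undisclosed values, limit read from the data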
Target sequence (Q99873 whole entry, looked up): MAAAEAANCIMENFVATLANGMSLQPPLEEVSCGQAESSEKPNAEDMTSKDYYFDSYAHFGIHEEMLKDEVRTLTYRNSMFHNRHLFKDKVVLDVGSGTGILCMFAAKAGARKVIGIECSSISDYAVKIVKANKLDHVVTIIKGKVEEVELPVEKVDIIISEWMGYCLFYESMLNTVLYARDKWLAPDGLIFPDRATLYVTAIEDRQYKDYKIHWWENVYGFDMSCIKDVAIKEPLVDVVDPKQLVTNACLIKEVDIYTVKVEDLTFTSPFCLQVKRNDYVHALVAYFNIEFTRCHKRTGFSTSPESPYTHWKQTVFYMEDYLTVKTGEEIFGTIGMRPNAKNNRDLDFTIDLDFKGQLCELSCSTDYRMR
PG9 Ab binder: PG9 antibody binding by small molecule; actives 0.43% (n = 360,000); inhibition, % at 6.7 µM; TR-FRET gp120-PG9 antibody binding; AID 624416; in the data active = inhibition above about 8.5%
TCR-CD3 inh: blocks the human TCR-CD3 interaction | TAMRA-labeled TCR probe fluorescence, biochemical | inhibition, % at 9.4 µM | actives 0.37% (n = 360,000); in the data active = inhibition above about 19%;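 also: recombinant mutant TCR 2C K166C tagged with TAMRA read by polarization; 0% = receptor in buffer alone and 100% = receptor with positive control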
NR1D1 modulator: Rev-erb alpha (human) modulation | P20393 | Rev-erbα–FITC-DNA binding, fluorescence polarization, 90 min | activity, % at 10 µM | actives 0.79% (n = 370,000) | AID 1259318;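 active = activity above about 14%, limit read from the data; passing the limit was not always enough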;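 also: 0% = DMSO wells with 35 nM protein and 100% = DMSO wells with 750 nM protein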
LEDGF integ inh: blocks HIV-1 LEDGF/p75-dependent DNA integration. inhibition, % at 3.7 µM. actives 0.64% (n = 370,000). AID 743269. TR-FRET IN-LEDGF/p75 DNA integration, Eu/Cy5;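 active = inhibition above the screen-wide mean plus 3 SD, cut at about 13% in these data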;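 also: signal is the Cy5 over europium emission ratio at 671 and 618 nm; 0% = plate median of compound wells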
The depositor's hits bear a star; / = not tested or not shown. This is a subset; the hit share may differ from the screen's.

Every second line gives: MBD2 DNA inh	NR1D1 modulator	HTRA1 inhibitor	UHRF1 binding	LEDGF integ inh	ABHD4 inh	PRMT1 FP inh	TCR-CD3 inh	PG9 Ab binder	rCAG binder
1: CO/N=C/CC(=O)c1ccc(OC)cc1
    -1	-5	1	-6	3	1	-1	4	-0.8	2
2: Cn1nc2c(c1C(=O)O)CCCC2
    -2	3	0	4	-3	-5	5	-8	-1.4	-1
3: CC(=O)Nc1ccc(NC(=O)COc2ccc(-c3ccc(C#N)cc3)cc2)cc1
    3	-1	-5	3	-2	-5	3	-7	9.0*	3
4: COCCNc1nc(C)c(C(C)=O)s1
    5	1	-2	-1	0	-5	-3	10	0.8	-2
5: COc1cccc(-n2c(SCC(=O)NC3CCCC3)nnc2-c2ccco2)c1
    -5	-4	-4	0	0	-2	-2	1	0.6	-7
6: COc1ccc(C2=Cc3ccccc3C(CC(=O)C3CC3)N2c2ccc(-c3cc(OC)c(OC)c(OC)c3)cc2)cc1 (stereo unspecified)
    -2	-3	/	-6	3	-2	3	2	0.1	12
7: N#Cc1ccccc1OCC(=O)OCC(=O)N1CCCC1
    -5	-2	0	-2	0	3	-2	5	1.1	3
8: Cc1c(C(=O)c2ccc(F)cc2F)c2ccccn2c1CCC#N
    0	-6	2	7	-7	13	7	-10	-2.6	-1
9: CCn1c(=O)c(C(=O)Nc2ccccn2)c(O)c2ccccc21
    3	11	-6	0	1	2	-2	-1	-0.1	-1
10: Cc1ccc(CNC(=O)c2ccc(N3CCC4(CC3)CC(c3ccccc3)=NO4)c(NC(=O)c3ccc(Cl)c([N+](=O)[O-])c3)c2)cc1
    -7	-2	-10	-3	1	-3	-1	6	1.1	15
11: CCCN(CCC)S(=O)(=O)c1ccc(C(=O)NCc2n[nH]c(=S)n2-c2ccc(Cl)c(Cl)c2)cc1
    -2	-1	-9	-1	0	-1	29*	3	-0.2	35*
12: CCOc1ccc2nc(NC(=O)CCC(=O)c3cccs3)sc2c1
    11	6	-2	0	-4	5	-1	-4	-0.5	12
13: C=CCn1cc(-c2ccccc2)cc(C#N)c1=O
    1	3	3	-6	2	2	-1	-2	0.8	2
14: CCOC(=O)CCNC(=O)N1CCCC(C(=O)c2ccccc2SC)C1 (stereo unspecified)
    3	6	2	1	-3	2	3	-5	-0.6	-9
15: Cc1nn(C(C)C)c(C)c1CN1CCC(C(=O)Nc2cccc(-c3cccc(F)c3)c2)CC1
    1	5	-10	-1	-1	1	-1	3	-1.7	-6
16: Cc1ccc(S(=O)(=O)Nc2ccccc2CNc2ccccn2)cc1
    -6	0	-21	-2	0	-9	-6	1	0.4	6
17: CCOC(=O)C(=CNc1ccc(Cl)cn1)C(=O)OCC
    1	0	-2	0	-5	3	2	1	-2.4	-5
18: O=C(Nc1ccccc1F)c1nc[nH]c1C(=O)NCc1ccccc1
    -1	-4	-33	0	0	-14	2	-3	-1.4	4
19: O=C(Nc1ccccc1)Nc1nnc(Cc2ccccc2F)s1
    -2	4	-8	5	-4	-10	1	-2	-3.6	31
20: COc1ccc(C(=O)CC(=O)c2ccc(C)cc2)c(O)c1
    -4	8	6	-1	-4	-2	3	-2	-0.9	3
21: COc1cc(S(=O)(=O)N2CCOCC2)ccc1N
    0	1	-5	-2	-7	7	2	-4	-1.3	-3
22: Cc1nnc(C)c2c(C)n(C(C)c3ccccc3)c(C)c12 (stereo unspecified)
    -3	8	20	-3	4	4	1	4	-0.7	3
23: COc1cccc(/C=C2\NC(=O)NC2=O)c1O
    0	0	4	1	1	0	-4	-2	-7.0	-1
24: COc1cc(/C=C2\SC(=O)N(CCNC(=O)c3c(C)noc3C)C2=O)cc(OC)c1OC
    2	4	1	1	0	1	3	-5	-1.6	5
25: S=C(c1ccc(-c2ccccc2)cc1)N1CCOCC1
    8	0	-7	9	-1	2	8	6	-0.1	-5
26: O=C1/C(=C/c2ccc(O)c([N+](=O)[O-])c2)SC(=S)N1Cc1ccccc1
    -6	30*	3	-4	1	5	-3	1	-2.7	7
27: COc1cccc(-n2c(SCc3ccccn3)nc3c(c2=O)SCC3)c1
    7	-2	-1	2	-4	-2	0	-11	-3.4	-4
28: CCS(=O)(=O)N1Cc2ccccc2CC1C(=O)Nc1ccc(F)cc1 (stereo unspecified)
    2	-2	-8	0	0	-1	1	4	-1.9	1
29: Cc1ccc2c(c1)C(c1ccccc1)N(C(=O)c1ccc(F)cc1)CC(=O)N2 (stereo unspecified)
    3	2	2	2	-2	6	1	-5	0.6	-7
30: CN(NC(=O)c1cccc(Cl)c1)c1nc(-c2ccccc2)nnc1C(F)(F)F
    2	1	-9	-2	1	-1	-1	8	-1.7	3
31: CCOC1=C2[C@@H](CN(S(=O)(=O)c3ccc(C)cc3)[C@H]2c2ccccc2F)[C@H]2C(=O)NC(=O)[C@H]2C1
    -6	-7	/	-1	-1	2	-1	-5	-0.5	5
32: COc1ccccc1CC(=O)NCCc1ccc(S(N)(=O)=O)cc1
    5	4	-1	-1	1	1	17	4	-0.7	2
33: COc1ccc(-c2nc(-c3ccccc3)[nH]c(=O)c2C#N)cc1
    -4	-4	-1	3	5	-8	-4	5	-1.4	8
34: COc1ccc(N(CC(=O)Nc2cccc(SC)c2)S(C)(=O)=O)cc1
    -3	1	-6	0	0	2	2	3	0.8	1
35: CCN(CC)C(=O)CSc1nnc2cc(C)c3ccccc3n12
    -3	1	-8	7	4	3	-3	-6	-1.1	-3
36: CC(Oc1ccc(F)cc1)C(=O)N(Cc1ccccc1)c1c(N)n(Cc2ccccc2)c(=O)[nH]c1=O (stereo unspecified)
    -2	-4	-5	-1	1	-2	-3	4	-1.3	5
37: CCN1CCC(Nc2ccnc3cc(Cl)ccc23)CC1
    11	2	-3	11	2	4	4	-3	1.4	2
38: O=C(O)C1=NOC(CNC(=O)c2ccccc2Cl)C1 (stereo unspecified)
    4	4	/	4	2	0	-3	0	-0.9	-3
39: CS(=O)(=O)N1CCC(C(=O)NCc2ccc(Cl)cc2)CC1
    3	-3	4	5	6	-6	-5	0	-0.9	2
40: COc1ccc(S(=O)(=O)Oc2cc(C(=S)N3CCOCC3)ccc2OC)cc1
    -1	0	-5	3	1	-2	3	-1	0.9	0
41: CC1CCc2c(C(=O)Oc3cccc(-n4cnnn4)c3)csc2C1 (stereo unspecified)
    0	-4	-57	1	1	-23	0	2	-0.9	5
42: Cn1c(CNC(=O)c2ccc3c(c2)OCO3)nnc1SCC(=O)Nc1ccccc1Cl
    8	2	0	3	4	-5	7	-8	0.6	-1
43: C=CCNc1nc(Cl)nc(Nc2ccccc2)n1
    -2	-1	-4	0	4	-2	0	-2	1.1	0
44: COc1cc(C(C)=O)ccc1OCC(=O)Nc1ccccc1N1CCCC1
    -3	-9	-7	4	-3	1	2	-2	-4.8	-2
45: Cc1cc(-c2ccccc2)nc(N(C)NC(=O)c2ccc(Cl)cc2)c1S(C)(=O)=O
    -2	8	-3	-2	5	-11	-3	6	-1.3	6
46: CCOc1ccc(C(=O)NC(C(=O)NCCc2ccc(OC(F)F)cc2)C(C)C)cc1 (stereo unspecified)
    -2	-5	-8	-2	4	-2	3	2	1.1	-5
47: COc1ccc(S(=O)(=O)N2CCCCC2)cc1NC(=O)COc1ccccc1
    0	2	-8	2	0	0	2	-2	-0.8	-1
48: O=C(CCc1ccc(S(=O)(=O)N2CCOCC2)cc1)OCC(=O)c1ccccc1
    10	0	-2	3	-2	3	3	-2	0.1	2
49: CN(C)c1nc(N/N=C\c2ccc(Cl)c([N+](=O)[O-])c2)nc(Nc2ccc(F)cc2)n1
    9	4	-11	0	-4	13	0	4	-0.3	15
50: O=C1Nc2ccc([N+](=O)[O-])cc2OC1CCN1CCN(Cc2ccc3c(c2)OCO3)CC1 (stereo unspecified)
    -2	3	-2	5	2	-4	-3	-3	1.0	-1
51: Cc1ccc(-c2c(C)n([O-])c3c([n+]2=O)CCCC3)cc1
    0	-2	2	-3	3	1	-4	3	-0.6	-2
52: CCc1nnc(NC(=O)c2ccc(OC)cc2OC)s1
    4	0	3	0	-7	0	2	-1	-2.6	0
53: CC(C)OCCCNC(=S)Nc1ccc2nc3n(c(=O)c2c1)CCCCC3
    2	-1	-3	2	-2	-5	3	-6	-1.1	-4
54: CCOC(=O)c1cnc2c(Cl)cc(Cl)cc2c1NCCOCCO
    0	-3	-16	0	-3	2	-4	-1	13*	-1
55: CC1CCC(NC(=O)c2ccc3snnc3c2)CC1 (stereo unspecified)
    3	2	1	0	0	3	5	3	1.0	-1
56: CCCn1c(SCC(=O)Nc2ccc(Cl)cc2)n[nH]c1=O
    0	0	4	0	1	-1	-1	5	-0.7	1
57: N#CC1(C#N)C(c2ccccc2)OC23CCCCCC2C1(C#N)C(=N)O3 (stereo unspecified)
    0	6	-4	3	8	1	5	-5	0.3	5
58: O=C(NC1CCCc2ccccc21)c1cc(F)cc(F)c1 (stereo unspecified)
    -1	-2	-4	1	-2	-8	-3	-1	-0.5	0
59: COc1ccc([C@H]2CC(=O)C=C(c3cccc(CO)c3)C2)cc1
    3	6	-8	-2	-4	2	2	-2	0.2	-7
60: N=c1c(C(=O)NCc2ccco2)cc2c(=O)n3ccccc3nc2n1CCc1ccccc1
    -4	-31	-19	-13	4	5	7	9	4.3	17
61: CN1CCN(S(=O)(=O)c2ccc(NC(=O)c3ccc(Br)s3)cc2)CC1
    3	-5	-13	5	2	-19	5	-6	0.8	16
